Source: PubChem BioAssay (several laboratories)
KOR beta-arrestin-1: KOR antagonists, beta-arrestin recruitment, cell-based, luminescence, uHTS (AID 1778) | inhibition, % at 10 µM, or IC50 in µM where a hit was titrated | 290,000 compounds, 0.091% hits | KOR beta-arrestin recruitment, luminescence, antagonist mode; higher % means a stronger effect; note: strong numbers were not always called active
Siah-1 displacement: blockers of Siah-1 interaction with plectin peptide – biochemical, fluorescence polarization, rhodamine-plectin, uHTS, primary screen (AID 1817); Siah-1 / rhodamine-plectin peptide fluorescence polarization; higher % means a stronger effect; 290,000 compounds, 0.02% hits; one-dose displacement, % at 20 µM; IC50 in µM for titrated hits;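 active = displacement of at least 50% at 20 µM, with a fluorescence ratio check between 0.3 and a set limit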;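 note: plate controls were Siah plus tracer with DMSO for no effect and tracer alone without Siah for full effect; strong numbers were not always called active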
KOR beta-arrestin-2: KOR agonists, beta-arrestin recruitment, primary screen, cell-based, luminescence, uHTS (AID 1777) | KOR beta-arrestin recruitment, luminescence; higher % means a stronger effect | activation, % at 10 µM; hits with a dose series show EC50 in µM | 280,000 compounds, 0.02% hits; in the data active = activation above about 50%, passing the limit was not always enough; note: a part of the inactive calls stands beside numbers as strong as those of hits
Myeloid diff MLP: compounds promoting myeloid differentiation. ER-HoxA9 myeloid progenitors, lysozyme-GFP differentiation, flow cytometry. calls only at 10 µM. 360,000 compounds, 1% hits;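 active = normalized GFP-positive differentiation at or above the plate's own cutoff, the solvent-only control mean plus 3 SD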;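 note: cells exposed to compound for four days before flow analysis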
HIV peptide binding: cell-free HIV fusion peptide-binding blockers – biochemical, uHTS, fluorescence dequenching, primary screen (AID 1986); cell-free peptide binding, fluorescence dequenching, 30 min; higher % means a stronger effect; inhibition, % at 20 µM, or IC50 in µM where a hit was titrated; 290,000 compounds, 0.3% hits; in the data active = inhibition mostly above about 52%, no sharp cut-off; inactive = mostly below about 76%; note: some results filed as inactive read as strong as hits
PhoP inhibition: inhibitors of PhoP regulon expression, primary screen, Salmonella Typhimurium, GFP reporter (AID 1863); S. Typhimurium PhoP-regulated promoter GFP reporter, 4 h; higher % means a stronger effect; one-dose inhibition, % at 50 µM; IC50 in µM for titrated hits; 300,000 compounds, 0.16% hits;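 active = inhibition over 29.93%, a cutoff 3 SD above the screen mean, later confirmed by dose response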;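 note: 0% = low Mg2+ inducing control and 100% = high Mg2+ repressing control; strong numbers were not always called active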
NOD1 inhibition: inhibition of NOD1-driven NF-kB reporter – cell-based, luminescence, uHTS, primary screen (AID 1578); inhibition, % at 4 µM, or EC50 in µM where a hit was titrated; NOD1-driven NF-kB luciferase reporter cells, luminescence; higher % means a stronger effect; 290,000 compounds, 1% hits; in the data active = inhibition mostly above about 36%, no sharp cut-off; inactive = mostly below about 34%;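 note: HEK-293T reporter cells stimulated with the NOD1 agonist gamma-tri-DAP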
LYP inhibition: inhibitors of LYP phosphatase, biochemical, fluorescence intensity, uHTS (AID 1779); inhibition, % at 11.5 µM; hits with a dose series show IC50 in µM; recombinant LYP phosphatase, fluorescence intensity; higher % means a stronger effect; 290,000 compounds, 0.054% hits;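 note: plate controls were vehicle with enzyme for no effect and no enzyme for full effect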
NOD2 inhibition: inhibition of NOD2-driven NF-kB reporter – cell-based, luminescence, uHTS, HEK293 (AID 1566). HEK293 NOD2/NF-kB luciferase reporter, luminescence; higher % means a stronger effect. one-dose inhibition, % at 4 µM; EC50 in µM for titrated hits. 290,000 compounds, 0.63% hits; note: many of its hits are not listed in these tables
Myeloid diff MLP GFP+ MAC1+ %: recorded beside Myeloid diff MLP, whose call it bears; GFP+ MAC1+ double positive, %; measured here: differentiation confirmed by MAC1 staining
* hit, by the source's call; [ ] = another dose, or the depositor's remark. Cut-off read from the data, not from the text of the source, unless noted: active = inhibition above about 50%; inactive = the rest. The list is partial (hit frequency here may not be typical).

`CC(Sc1nnc(Cn2c(=O)sc3ccccc32)n1C)c1ccccc1` (stereo not given) gave KOR beta-arrestin-1 25%, Siah-1 displacement 9%, KOR beta-arrestin-2 4.3%, Myeloid diff MLP inactive, HIV peptide binding -0.4%, PhoP inhibition -8%, NOD1 inhibition -17%, LYP inhibition 0%, NOD2 inhibition -11% and Myeloid diff MLP GFP+ MAC1+ % 3.2.
Screening Cc1ccc(-n2ncc3c(=O)n(Cc4ccccn4)cnc32)cc1C returned KOR beta-arrestin-1 -10%, Siah-1 displacement -2%, KOR beta-arrestin-2 20%, Myeloid diff MLP inactive, HIV peptide binding -0.6%, PhoP inhibition -3%, NOD1 inhibition -24%, LYP inhibition -2%, NOD2 inhibition -49% and Myeloid diff MLP GFP+ MAC1+ % 1.2.
For Clc1nc2ccccc2nc1-c1ccccc1 the results were KOR beta-arrestin-1 13%, Siah-1 displacement 11%, KOR beta-arrestin-2 1.4%, Myeloid diff MLP inactive, HIV peptide binding -1.2%, PhoP inhibition -4%, NOD1 inhibition 1%, LYP inhibition -4%, NOD2 inhibition 17% and Myeloid diff MLP GFP+ MAC1+ % 0.4.
For CC(C)OCCCNC(=O)c1ccc(NC(=O)C2=CSCCO2)cc1 the results were KOR beta-arrestin-1 -8%, Siah-1 displacement -2%, KOR beta-arrestin-2 2.0%, Myeloid diff MLP inactive, HIV peptide binding -1.5%, PhoP inhibition 1%, NOD1 inhibition -9%, LYP inhibition -4%, NOD2 inhibition 3% and Myeloid diff MLP GFP+ MAC1+ % 1.2.
Screening COCCN(CC(=O)Nc1ccc(F)cc1)S(=O)(=O)c1ccc(S(=O)(=O)N2CCCC2)cc1 returned KOR beta-arrestin-1 18%, Siah-1 displacement 2%, KOR beta-arrestin-2 0.4%, Myeloid diff MLP inactive, HIV peptide binding -1.4%, PhoP inhibition 3%, NOD1 inhibition -18%, LYP inhibition -7%, NOD2 inhibition -12% and Myeloid diff MLP GFP+ MAC1+ % 0.5.
Screening CC(C)N1CCC(=NNC(=O)c2cccs2)CC1 returned KOR beta-arrestin-1 8%, Siah-1 displacement 3%, KOR beta-arrestin-2 -0.1%, HIV peptide binding -0.4%, PhoP inhibition 4%, NOD1 inhibition -19%, LYP inhibition -11% and NOD2 inhibition -11%.
Screening CCC(C)[C@H](NC(=O)[C@@H]1Cc2c([nH]c3ccccc23)C2c3ccccc3C(=O)N21)C(=O)NCC1CCCO1 (stereo not given in full) returned KOR beta-arrestin-1 -14%[20 µM], Siah-1 displacement -3%, KOR beta-arrestin-2 -4.7%, Myeloid diff MLP active, HIV peptide binding 5.3%, PhoP inhibition -5%, NOD1 inhibition -4%, LYP inhibition -10%, NOD2 inhibition 24% and Myeloid diff MLP GFP+ MAC1+ % 6.5*.
CC(=O)NCCc1nc2cc(NC(=O)c3ccc(F)cc3)ccc2n1C was read as KOR beta-arrestin-1 -23%, Siah-1 displacement -2%, KOR beta-arrestin-2 5.9%, Myeloid diff MLP inactive, HIV peptide binding 0.5%, PhoP inhibition 17%, NOD1 inhibition -8%, LYP inhibition -4%, NOD2 inhibition -41% and Myeloid diff MLP GFP+ MAC1+ % 0.4.
Screening COc1cc(OC)c(OC)cc1/C=N/NC(=O)CC1C(=O)NN=C1C (stereo not given) returned KOR beta-arrestin-1 -4%, Siah-1 displacement 6%, KOR beta-arrestin-2 -4.9%, Myeloid diff MLP inactive, HIV peptide binding -1.2%, PhoP inhibition 11%, NOD1 inhibition -19%, LYP inhibition 0%, NOD2 inhibition 11% and Myeloid diff MLP GFP+ MAC1+ % 0.9.
Screening O=C(CSCCO)Nc1nccs1 returned KOR beta-arrestin-1 -22%, Siah-1 displacement 1%, KOR beta-arrestin-2 -0.4%, Myeloid diff MLP inactive, HIV peptide binding 2.8%, PhoP inhibition 2%, NOD1 inhibition -11%, LYP inhibition -9%, NOD2 inhibition 2% and Myeloid diff MLP GFP+ MAC1+ % 1.9.
For CCOc1cc(CO)cc(Br)c1OCC(N)=O the results were KOR beta-arrestin-1 12%[20 µM], Siah-1 displacement 3%, KOR beta-arrestin-2 -4.7%, Myeloid diff MLP inactive, HIV peptide binding 1.4%, PhoP inhibition 2%, NOD1 inhibition -16%, LYP inhibition -11%, NOD2 inhibition 13% and Myeloid diff MLP GFP+ MAC1+ % 0.2.
For CCOc1ccc(C(C)NC(=O)c2cc(=O)[nH]c3ccccc23)cc1OCC (stereo not given) the results were KOR beta-arrestin-1 -13%, Siah-1 displacement 3%, KOR beta-arrestin-2 -2.3%, Myeloid diff MLP inactive, HIV peptide binding -2.0%, PhoP inhibition 8%, NOD1 inhibition -36%, LYP inhibition -9%, NOD2 inhibition 5% and Myeloid diff MLP GFP+ MAC1+ % 0.4.
Screening CC(=O)Nc1cccc(NC(=O)c2c(-c3ccccc3)noc2C)c1 returned KOR beta-arrestin-1 9%, Siah-1 displacement 0%, KOR beta-arrestin-2 -3.2%, Myeloid diff MLP inactive, HIV peptide binding -2.5%, PhoP inhibition -2%, NOD1 inhibition -8%, LYP inhibition -2%, NOD2 inhibition 13% and Myeloid diff MLP GFP+ MAC1+ % 1.5.
For COc1ccc(CCNC(=O)CCNC(=O)c2ccc(Br)cc2)cc1OC the results were KOR beta-arrestin-1 4%, Siah-1 displacement 6%, KOR beta-arrestin-2 0.5%, Myeloid diff MLP inactive, HIV peptide binding -2.7%, PhoP inhibition -13%, NOD1 inhibition -2%, LYP inhibition -8%, NOD2 inhibition 14% and Myeloid diff MLP GFP+ MAC1+ % 0.9.
Screening CCC(c1nnnn1C(C)C)N1CCN(C2CCCC2)CC1 (stereo not given) returned KOR beta-arrestin-1 -2%, Siah-1 displacement 1%, KOR beta-arrestin-2 -0.1%, Myeloid diff MLP inactive, HIV peptide binding 4.5%, PhoP inhibition -7%, NOD1 inhibition -14%, LYP inhibition -3%, NOD2 inhibition -17% and Myeloid diff MLP GFP+ MAC1+ % 0.5.
CCOc1ccc(C(=O)NCc2ccco2)cc1OCC was read as KOR beta-arrestin-1 -32%[20 µM], Siah-1 displacement 12%, KOR beta-arrestin-2 0.0%, Myeloid diff MLP inactive, HIV peptide binding 1.1%, PhoP inhibition 5%, NOD1 inhibition -24%, LYP inhibition -3%, NOD2 inhibition 4% and Myeloid diff MLP GFP+ MAC1+ % 1.0.
`Nc1nnc(SCC(=O)OCc2ccccc2)s1` gave KOR beta-arrestin-1 -55%, Siah-1 displacement -4%, KOR beta-arrestin-2 3.8%, Myeloid diff MLP inactive, HIV peptide binding -0.2%, PhoP inhibition 1%, NOD1 inhibition -16%, LYP inhibition -8%, NOD2 inhibition 0% and Myeloid diff MLP GFP+ MAC1+ % 2.2.
`CC1=NN(S(=O)(=O)c2ccc(F)cc2)C(=O)c2ccccc2O1` gave KOR beta-arrestin-1 15%, Siah-1 displacement 0%, KOR beta-arrestin-2 -3.7%, Myeloid diff MLP inactive, HIV peptide binding -1.1%, PhoP inhibition -7%, NOD1 inhibition 13%, LYP inhibition -10%, NOD2 inhibition 15% and Myeloid diff MLP GFP+ MAC1+ % 1.1.
COC(=O)C1=C(C)N(Cc2ccco2)C(=O)/C1=C\c1ccc(N(C)C)cc1 was read as Siah-1 displacement -1%, KOR beta-arrestin-2 17%, Myeloid diff MLP inactive, HIV peptide binding 2.8%, PhoP inhibition -2%, NOD1 inhibition 34%, LYP inhibition 0%, NOD2 inhibition -2% and Myeloid diff MLP GFP+ MAC1+ % 1.5.
For Cc1c(C(=O)N2CCOCC2)c(S(=O)(=O)Nc2ccc(F)cc2)c(C)n1C the results were KOR beta-arrestin-1 -4%, Siah-1 displacement 5%, KOR beta-arrestin-2 5.1%, Myeloid diff MLP inactive, HIV peptide binding 1.0%, PhoP inhibition -10%, NOD1 inhibition -22%, LYP inhibition -4%, NOD2 inhibition 0% and Myeloid diff MLP GFP+ MAC1+ % 0.5.
For Cc1cc2c(cc1C)NC(c1nc3ccccc3[nH]1)C1=C(CC(C)(C)CC1=O)N2 (stereo not given) the results were KOR beta-arrestin-1 6%, Siah-1 displacement 9%, KOR beta-arrestin-2 5.4%, Myeloid diff MLP inactive, HIV peptide binding -1.8%, PhoP inhibition 8%, NOD1 inhibition 4%, LYP inhibition -4%, NOD2 inhibition 17% and Myeloid diff MLP GFP+ MAC1+ % 2.1.
CSC1=N/C(=C/c2ccc(-n3cncn3)cc2)C(=O)N1 was read as KOR beta-arrestin-1 28%, Siah-1 displacement -9%, KOR beta-arrestin-2 0.1%, Myeloid diff MLP inactive, HIV peptide binding -1.4%, PhoP inhibition -4%, NOD1 inhibition 14%, LYP inhibition -1%, NOD2 inhibition -7% and Myeloid diff MLP GFP+ MAC1+ % 0.6.
`O=C(c1ccccc1)c1cc2ccc(O)cc2oc1=O` gave KOR beta-arrestin-1 -30%, Siah-1 displacement 0%, KOR beta-arrestin-2 6.8%, Myeloid diff MLP inactive, HIV peptide binding 6.7%, PhoP inhibition 4%, NOD1 inhibition -26%, LYP inhibition -8%, NOD2 inhibition -10% and Myeloid diff MLP GFP+ MAC1+ % 0.7.
CCn1c(-c2ccc3ncccc3c2)n[nH]c1=S was read as KOR beta-arrestin-1 -5%, Siah-1 displacement 9%, KOR beta-arrestin-2 -1.9%, Myeloid diff MLP inactive, HIV peptide binding -2.7%, PhoP inhibition 8%, NOD1 inhibition 14%, LYP inhibition -4%, NOD2 inhibition -11% and Myeloid diff MLP GFP+ MAC1+ % 0.8.
For Cc1ccc(NC(=O)C2CC(=O)Nc3ncnn32)c(C)c1 (stereo not given) the results were KOR beta-arrestin-1 18%, Siah-1 displacement 3%, KOR beta-arrestin-2 3.7%, Myeloid diff MLP inactive, HIV peptide binding 1.1%, PhoP inhibition -1%, NOD1 inhibition -7%, LYP inhibition -7%, NOD2 inhibition 0% and Myeloid diff MLP GFP+ MAC1+ % 0.5.
For CC(NC(=O)c1cc2ccccc2oc1=O)c1ccc(O)cc1 (stereo not given) the results were KOR beta-arrestin-1 8%, Siah-1 displacement 2%, KOR beta-arrestin-2 -0.2%, Myeloid diff MLP inactive, HIV peptide binding -1.5%, NOD1 inhibition -5%, LYP inhibition -4%, NOD2 inhibition 10% and Myeloid diff MLP GFP+ MAC1+ % 0.3.

Of the compounds above, two contain a furan ring, fused or not:
CCOc1ccc(C(=O)NCc2ccco2)cc1OCC was read as KOR beta-arrestin-1 -32%[20 µM], Siah-1 displacement 12%, KOR beta-arrestin-2 0.0%, Myeloid diff MLP inactive, HIV peptide binding 1.1%, PhoP inhibition 5%, NOD1 inhibition -24%, LYP inhibition -3%, NOD2 inhibition 4% and Myeloid diff MLP GFP+ MAC1+ % 1.0.
COC(=O)C1=C(C)N(Cc2ccco2)C(=O)/C1=C\c1ccc(N(C)C)cc1 was read as Siah-1 displacement -1%, KOR beta-arrestin-2 17%, Myeloid diff MLP inactive, HIV peptide binding 2.8%, PhoP inhibition -2%, NOD1 inhibition 34%, LYP inhibition 0%, NOD2 inhibition -2% and Myeloid diff MLP GFP+ MAC1+ % 1.5.
